ERb SRC1 inh: blocks coactivator binding to human estrogen receptor beta | Q92731 | TR-FRET ER-beta LBD / SRC1-Cy5 peptide binding; receptor agonist-loaded with 1 µM estradiol | inhibition, % at 25.6 µM | hit rate 1.3% among 86,000 | AID 633;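 active means compounds whose percent inhibition of the receptor-coactivator binding signal exceeds about 50% in the single-dose screen, limit read from the data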;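 further: 0% = receptor plus peptide wells without compound and 100% = peptide-only wells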
Target sequence (Q92731 whole entry, looked up, the tested form may be a part): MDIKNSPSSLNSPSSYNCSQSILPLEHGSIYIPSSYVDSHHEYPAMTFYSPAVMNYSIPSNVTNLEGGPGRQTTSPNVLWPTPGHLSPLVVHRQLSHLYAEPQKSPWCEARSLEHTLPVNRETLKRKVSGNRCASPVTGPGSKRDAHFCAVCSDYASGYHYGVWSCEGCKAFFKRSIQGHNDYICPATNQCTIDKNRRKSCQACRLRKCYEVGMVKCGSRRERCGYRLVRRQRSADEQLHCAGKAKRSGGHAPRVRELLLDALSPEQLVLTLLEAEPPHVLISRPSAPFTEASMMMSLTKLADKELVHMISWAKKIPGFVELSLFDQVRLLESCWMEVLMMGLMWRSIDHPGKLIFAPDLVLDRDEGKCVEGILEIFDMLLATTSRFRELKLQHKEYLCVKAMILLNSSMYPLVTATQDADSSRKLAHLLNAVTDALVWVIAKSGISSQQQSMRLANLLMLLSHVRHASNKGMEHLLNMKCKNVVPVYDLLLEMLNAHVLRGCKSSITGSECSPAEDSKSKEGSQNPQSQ
PLK1 PBD inh: inhibitors of human Plk1 polo box domain binding; P53350; Plk1 PBD phosphopeptide binding, fluorescence polarization; inhibition, %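 (tested at about 20 µM)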; hit rate 0.13% among 97,000; in the data active means inhibition above about 34%, passing the limit was not always enough
Mac1 fbg inh: blocks human CD11b/CD18 adhesion to fibrinogen; AID 1497; inhibition, % at 10 µM; P05107+P11215; hit rate 0.54% among 93,000; K562 CD11b/CD18 adhesion to fibrinogen, ATPlite luminescence; Mn2+ added to activate the integrin;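 active means primary inhibition of 50% or more at 10 µM, then 40% or more on retest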; further: some results filed as inactive read as strong as hits
PLK1 inh: inhibitors of human PLK1 kinase; recombinant PLK1 kinase, TR-FRET peptide phosphorylation; hit rate 0.53% among 97,000; P53350; inhibition, % at 10 µM;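 active means inhibition of 50% or more in the single-concentration screen; inactive means inhibition below 50%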;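 further: 0% = DMSO max control and 100% = H-89 dihydrochloride min control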
FAK inh: inhibitors of human focal adhesion kinase; biochemical FAK kinase activity assay; AID 727; hit rate 0.84% among 97,000; inhibition, %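 (tested at 7 µM)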; Q05397; in the data active means inhibition above about 19%;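 further: 0% = DMSO and 100% = reference compound high control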
Rev-RRE block: disrupts HIV-1 Rev binding to RRE RNA. P05866. Rev peptide-RRE RNA binding, FRET. inhibition, % at 8 µM. hit rate 0.79% among 97,000;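 active means inhibition above the screen-wide mean plus 3 SD, cut at about 35% in these data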;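 further: 0% = median DMSO wells and 100% = median Neomycin B control wells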
Target sequence (P05866 whole entry, looked up): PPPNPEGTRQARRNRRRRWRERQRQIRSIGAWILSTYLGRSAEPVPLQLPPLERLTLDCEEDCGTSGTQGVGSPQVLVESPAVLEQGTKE
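Test system – labelled RRE RNA duplex and labelled Rev peptide · Signal – fluorescein-to-Cy5 FRET, 480 nm excitation · Evaluation – % inhibition of FRET ratio versus controls · Benchmarks – DMSO low control, neomycin B high control · Incubation – 5 min RNA-compound premix plus 15 min binding step, 25 °C · Medium – HEPES pH 7.5 salt buffer with EDTA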
CD11b adhes enh: increases human CD11b/CD18 adhesion to fibrinogen | P05107+P11215 | K562 CD11b/CD18 adhesion to fibrinogen, ATPlite luminescence | activation, % at 10 µM | hit rate 0.07% among 93,000 | AID 1499;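 active means 10 µM primary screen giving 50% or more activity, confirmed by 40% or more on retest at that dose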; further: strong numbers were not always called active
ERa SRC1 inh: blocks coactivator binding to human estrogen receptor alpha | TR-FRET ER-alpha LBD / SRC-1 peptide, estradiol-bound | inhibition, % at 25.6 µM | hit rate 1.7% among 86,000 | AID 629; in the data active means inhibition above about 50%;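 further: 0% = receptor plus peptide control and 100% = peptide only without receptor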
ERa SRC1 pot: enhances coactivator binding to human estrogen receptor alpha; P03372; hit rate 1.3% among 86,000; TR-FRET ERalpha-LBD/SRC-Cy5 coactivator binding, 2 h; 100 = basal binding, no effect; coactivator binding (% of control), % at 25.6 µM; in the data active means activity above about 200%;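 further: binding measured in presence of low estradiol as agonist stimulus; 0% = peptide alone without receptor and 100% = receptor with peptide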
The depositor's hits bear a star; . = not tested or not shown; [ ] = another dose, or the depositor's remark.

Values run as follows: ERa SRC1 pot, Rev-RRE block, ERa SRC1 inh, CD11b adhes enh, ERb SRC1 inh, PLK1 inh, PLK1 PBD inh, Mac1 fbg inh, FAK inh
1	COc1ccc(C)cc1S(=O)(=O)N1CCC(C(=O)NCCC2=CCCCC2)CC1
  98, -2, 14[fluorescence artefact?], -3, 3[fluorescence artefact?], -11, 9, -1, 1
2	COc1ccc(CCNS(=O)(=O)c2ccc3c(c2)CC(C)N3C(C)=O)cc1OC (stereo not drawn)
  102, -1, -2, ., -3, -12, -2, ., 2
3	Cc1nc(NCCN2CCOCC2)c2nnn(Cc3ccccc3Cl)c2n1
  151[fluorescence artefact?], 3, 0[fluorescence artefact?], 5, -1[fluorescence artefact?], -10, -25, -3, -7
4	COc1cc(OC)cc(C(=O)Nn2c(C)nc3ccccc3c2=O)c1
  108, 8, -8, -1, 0, -3, -1, -5, 1
5	OCC1N=C(c2ccccn2)OC1c1ccccc1 (stereo not drawn)
  ., 4, ., -1, ., -6, -4, -1, -6
6	CC(C)(C)c1[nH]nc2c1C(C1C=CCCC1)C(C#N)=C(N)O2 (stereo not drawn)
  84, 10, 15[fluorescence artefact?], 0, -2[fluorescence artefact?], -4, -25, -35, 1
7	O=C(NCCCc1ccccc1)C1CC(=O)N(c2ccc3c(c2)OCCO3)C1 (stereo not drawn)
  77, 3, 9, ., 12[fluorescence artefact?], -15, -2, ., -3
8	O=C(Nc1ccccc1-c1nc2ccccc2o1)c1ccc2c(c1)OCCO2
  217*[fluorescence artefact?], 5, 50, ., 28[fluorescence artefact?], -103, -4, ., 1
9	CCCCc1oc2c(c(=O)c1C)C(=O)CC(c1ccccc1)C2 (stereo not drawn)
  74, 0, 10, -2, 14, -4, -18, 13, 1
10	Cc1cccc(-n2nnc(C(=O)NC3CCCc4ccccc43)c2N)c1 (stereo not drawn)
  116, 14, 2[fluorescence artefact?], ., 2, -2, 27, ., 0
11	COc1ccc(CNC(=O)CN2CCC(C(=O)c3ccc(OC)cc3)CC2)cc1
  111, 9, -4, -2, -8, -3, 7, 3, 3
12	Nc1nc(SCC(=O)Nc2ccccc2Sc2ccccc2)n[nH]1
  ., 1, ., 0, ., -3, -21, -3, 3
13	c1c2c(cc3sc(N4CCOCC4)nc13)OCCO2
  ., 3, ., -6, ., -1, -16, 6, 4
14	Cc1cc2n(n1)SC(Nc1cccc3ccccc13)N2 (stereo not drawn)
  100, 4, -4, ., -3, -1, -13, ., 1
15	Cn1c2ccccc2c2c(C(=O)NCC3CCCO3)cn(C3CCCC3)c(=O)c21 (stereo not drawn)
  131[fluorescence artefact?], 3, 0[fluorescence artefact?], 3, -2, -5, 10, -8, 2
16	COc1ccccc1NC(=O)N(CCN1CCCC1)Cc1cc2cc(C)ccc2[nH]c1=O
  96, 3, 14[fluorescence artefact?], ., 11, -6, 7, ., -1
17	COC(=O)C1=C(N)OC2=C(C(=O)CC(C)(C)C2)C1c1cccs1 (stereo not drawn)
  120, ., 9, 0, -6, ., ., 11, .
18	COc1ccc(-c2nnc(SC)n2C)cc1
  130, 1, -12, 4, -14, 13, -7, -14, 5
19	CCOC(=O)c1c(C)c(C(=O)NC(C)COC)c(C)n1C (stereo not drawn)
  124, ., -2, -1, 5, ., ., 6, .
20	O=C(CCCOc1ccc(Cl)cc1Cl)N/N=C\C1CCCCC1
  ., 13, ., 3, ., -2, -45, -11, 2
21	CC1(C)Cc2nc3sc(C(=O)NCCO)c(N)c3cc2CO1
  109, 1, 4, ., 2, -12, 21, ., -3
22	C=CCN(C(=O)CCC(=O)O)C1CC(=O)N(c2ccc(OCCC)cc2)C1=O (stereo not drawn)
  101, ., -3, -3, -9, ., ., -3, .
23	COc1ccccc1CCNC(=O)c1cnn2c(C(F)F)cc(C)nc12
  115[fluorescence artefact?], ., 1, 0, -2, ., ., -10, .
24	O=S(=O)(Nc1ccc2c(c1)nc1n2CCN(Cc2ccccc2)C1)c1ccccc1
  99, 11, -3, ., -3, -15, -12, ., 1
25	COc1ccc(-c2csc(NC(=O)c3ccco3)n2)cc1
  133, 7, -3, ., -11, -8, 2, ., 1
26	Cn1c(=O)cc(SCC(=O)N2CCN(Cc3ccc4c(c3)OCO4)CC2)c2ccccc21
  109, 7, -4, -5, -9, 4, 2, 19, 0
27	COc1ccccc1C(=O)Nc1c(C)n(C)n(-c2ccccc2)c1=O
  129[fluorescence artefact?], 6, 1, 0, -6, 0, -14, -6, -3
28	CCOc1ccc(-c2nnc(-c3cccnc3)o2)cc1OCC
  112, -2, 10, -1, 4, -4, 12, 8, -3
29	CN1C2C=C3C(C#N)=C(N)C(C#N)(C#N)[C@@H](c4ccsc4)[C@@H]3C1CC2 (stereo partly drawn)
  89[fluorescence artefact?], 21, 1[fluorescence artefact?], 0, 15, 6, -11, 4, 5
30	O=C(CN1CCC(n2nnc3cc(C(F)(F)F)ccc32)CC1)N1CCc2ccccc21
  104, 8, -1, 2, 1, -12, -4, -3, 1
31	S=C(NCc1ccco1)Nc1ccc(Cl)c(Cl)c1
  ., -2, ., -4, ., -12, -12, 83, 7
32	COc1ccc(C(=O)N[C@H](C(=O)Nc2ccc(OC)nc2)C(C)C)cc1
  112, 7, -3, -1, -1, -17, 14, -1, -1
33	Cc1nc(N2CCOCC2)nc(N2CCN(c3ccccc3)CC2)c1[N+](=O)[O-]
  ., 2, ., ., ., -6, -7, ., -2
34	Clc1ccc(Cn2nnc(-c3ccc(N4CCOCC4)cc3)n2)cc1
  125, ., -6, -4, 5, ., ., 2, .
35	COc1cccc(C(=O)COC(=O)C(C)N2C(=O)c3ccccc3C2=O)c1 (stereo not drawn)
  135, 11, -1, 1, 2, -15, -7, -8, 1
36	Cc1cc(N2CCN(C(=O)c3ccco3)CC2)n2ncnc2n1
  ., 8, ., ., ., -9, -23, ., -2
37	Cc1cc(=O)cc(C)n1-c1ccc2c(c1)nc(C)n2-c1ccccc1
  110, ., 2, -4, -2, ., ., -9, .
38	CCOC(=O)C1=C(C)NC2=C(C(=O)c3ccccc32)C1c1cccnc1 (stereo not drawn)
  99[fluorescence artefact?], 7, -33, -1, -29, -10, -2, -2, 2
39	CCOC(=O)c1c(C)[nH]c(N=Nc2ccccc2)c1C
  88[fluorescence artefact?], 6, -6[fluorescence artefact?], 0, -3, -4, -6, 14, -4
40	CCn1c(=O)cc(SCC(=O)Nc2cccc(SC)c2)c2ccccc21
  131, 8, 8, -1, 20[fluorescence artefact?], 0, -20, -37, 3

Reformatted with bars between the fields: 3 of the compounds above
entry | smiles | ERa SRC1 pot | Rev-RRE block | ERa SRC1 inh | CD11b adhes enh | ERb SRC1 inh | PLK1 inh | PLK1 PBD inh | Mac1 fbg inh | FAK inh
21 | CC1(C)Cc2nc3sc(C(=O)NCCO)c(N)c3cc2CO1 | 109 | 1 | 4 | . | 2 | -12 | 21 | . | -3
22 | C=CCN(C(=O)CCC(=O)O)C1CC(=O)N(c2ccc(OCCC)cc2)C1=O (stereo not drawn) | 101 | . | -3 | -3 | -9 | . | . | -3 | .
23 | COc1ccccc1CCNC(=O)c1cnn2c(C(F)F)cc(C)nc12 | 115[fluorescence artefact?] | . | 1 | 0 | -2 | . | . | -10 | .

Next structures follow.
Values run as follows: ERa SRC1 pot, Rev-RRE block, ERa SRC1 inh, CD11b adhes enh, ERb SRC1 inh, PLK1 inh, PLK1 PBD inh, Mac1 fbg inh, FAK inh
41	C/C(=N\NC(=S)Nc1cccc(C)c1)c1ccccc1
  ., -5, ., -4, ., -11, -19, -4, 1
42	CCCCCC(=O)Nc1nc2ccccc2[nH]1
  101, 1, -4, ., -5, 0, -6, ., -3
43	O=C(O)C1CCCCN1S(=O)(=O)c1ccc(Cl)s1 (stereo not drawn)
  109, 9, -5, 3, -7[fluorescence artefact?], -21, 8, -23, 4
44	O=C(Cc1ccc(-c2ccccc2)cc1)N1CCOCC1
  94, 3, -4, -4, -5, -6, -14, 8, -2
45	O=C(O)CC1NC(=O)N(c2ccccc2)C1=O (stereo not drawn)
  114, 5, 3, -3, -2, -11, -6, 30, -2
46	COc1ccc2cc3cc(C(=O)Nc4ccc5c(c4)OCCO5)oc3nc2c1
  209*, 1, 71*[fluorescence artefact?], 52, 38[fluorescence artefact?], -10, -3, -1, 43*
47	O=C(NNS(=O)(=O)c1ccccc1)C1CCN(S(=O)(=O)c2ccccc2)CC1
  ., 9, ., -1, ., -15, -5, -3, 5
48	Cc1ccc(CNC(=O)C2CC(c3ccccc3[N+](=O)[O-])=NO2)cc1 (stereo not drawn)
  ., -1, ., ., ., -6, -11, ., -1
49	Cc1ccc(NCC(=O)N/N=C/c2ccc(OC(=O)c3ccco3)cc2)cc1
  ., 2, ., ., ., -7, -9, ., 2
50	COc1cc(-c2nc(-c3ccccc3)c(-c3cccs3)[nH]2)cc(OC)c1O
  34[fluorescence artefact?], 10, 9, 0, 12[fluorescence artefact?], 0, 0, 12, 3
51	O=C(Cc1ccccc1)NCCSCc1ccco1
  142, 7, 12, -2, -1, -9, -20, -10, -1
52	Cc1cccc(N2CC3=C(C2=O)C(c2ccccc2)NC(=O)N3C)c1 (stereo not drawn)
  112, ., 4, -2, -3, ., ., -12, .
53	CCCc1ccc(-c2csc(NC(=O)Cc3cccs3)n2)cc1
  127, 6, 7[fluorescence artefact?], -1, 11[fluorescence artefact?], -3, 7, -13, 0
54	FC(F)Oc1ccc(NC(=S)NCc2ccccc2)cc1Cl
  ., 6, ., 1, ., -11, -1, -5, 1
55	CCN(CC)C(=O)c1sc2nc(-c3ccncc3)[nH]c(=O)c2c1C
  99, 9, 2, 4, 5[fluorescence artefact?], -16, 13, 1, 3
56	O=C1CSCC(=O)N1c1ccccc1
  121, 4, 15[fluorescence artefact?], -3, 0, 3, 17, 23, -2
57	COc1ccc(-n2c(=O)[nH]cc(C(=O)Nc3ccc(NC(C)=O)cc3)c2=O)cc1
  115, 9, -4, -6, 5, 0, -11, -8, -2
58	COc1ccc(C2C=C(c3ccc(C)c(C)c3)Nc3ncnn32)c(OC)c1OC (stereo not drawn)
  105, 9, -1, 4, -7[fluorescence artefact?], 67*, -4, 0, 1
59	COc1ccccc1NC(=O)C(Cc1ccc(Cl)cc1)c1nn[nH]n1 (stereo not drawn)
  88, 5, 0, 3, 6, -6, -6, -18, -3
60	CCN(CC)S(=O)(=O)c1ccc(C(=O)OCC(=O)c2ccc3c(c2)NC(=O)CO3)cc1
  ., 4, ., ., ., -6, -30, ., 1
61	c1ccc(Cc2nc(-c3ccccn3)no2)cc1
  102, 2, -7, 3, 2, -14, -6, -11, -7
62	O=C1CSC(c2ccncc2)N1Cc1ccco1 (stereo not drawn)
  115, 6, 2, -2, -4, -3, 2, -10, -6
63	O=C(COc1ccccc1)Nc1ccccc1N1CCN(c2ccccc2)CC1
  ., 3, ., 6, ., -4, 6, -12, 3

The order is random; about 4.7% have a hit in one of these screens.
